Screens (PubChem BioAssay)
RSV CPE inhibition – RSV antiviral activity via CPE protection, HEp-2 cells, primary 10 µM value included (AID 2391). HEp-2 cells, RSV-induced CPE inhibition; higher % means a stronger effect. hit rate 0.13% among 310,000. CPE inhibition, % at 10 µM, or IC50 in µM where a hit was titrated; in the data active means a potency from the dose series; inconclusive means CPE inhibition mostly from about 23% at the one dose, without a potency; inactive means the rest, 99 in 100 with CPE inhibition below about 21%; further: strong numbers were not always called active
SV40 large T antigen – SV40 large T antigen inhibitors, biochemical (AID 1903). SV40 large T antigen ATPase/helicase inhibition assay; higher % means a stronger effect. hit rate 0.39% among 310,000. inhibition, % at 20 µM; hits with a dose series show IC50 in µM; in the data active means a potency from the dose series; inconclusive means inhibition mostly from about 32% at the one dose, without a potency; inactive means the rest, 99 in 100 with inhibition below about 32%; further: strong numbers were not always called active
T cell modulator – modulators of CD8 T cell-vesicle binding, primary screen, mouse 2C CD8+ T cells, flow cytometry; AID 2052, 2009; 2C CD8+ T cell-vesicle binding; stronger effect = lower value; calls only at 7 µM; hit rate 0.068% among 330,000;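 active means response, share of CD8 T cells binding vesicles, and their 90th percentile fluorescence all below set limits, cut at about 80% in these data, passing the limit was not always enough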
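Assay system – 2C mouse CD8+ T cells · Also added – QL9-loaded Drosophila micro-vesicles · Timing – Cell–vesicle co-incubation 1.5 h at 37 °C, staining 20 min on ice · Signal – flow cytometry of vesicle-bound cells · Measure – percent CD8+ FL2 mean versus row control · Controls – Peptide-free naked vesicles (low) and QL9 vesicles with 0.7% DMSO vehicle (high)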
PhoP inhibition – inhibitors of PhoP regulon expression, primary screen, Salmonella Typhimurium, GFP reporter (AID 1863). one-dose inhibition, % at 50 µM; IC50 in µM for titrated hits. S. Typhimurium PhoP-regulated promoter GFP reporter, 4 h; higher % means a stronger effect. hit rate 0.16% among 300,000;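 active means inhibition over 29.93%, a cutoff 3 SD above the screen mean, later confirmed by dose response; inconclusive means inhibition over 29.93% but no dose response follow-up; inactive means inhibition at most 29.93% or unconfirmed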;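 further: 0% = low Mg2+ inducing control and 100% = high Mg2+ repressing control; strong numbers were not always called active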
UTI89 phage lysis – inhibition of K1F phage lysis, E. coli UTI89, bacterial capsule biogenesis inhibitors, alamar blue (AID 488966). E. coli UTI89 K1F phage lysis, alamar blue, 2 h; higher % means a stronger effect. one-dose inhibition, % at 100 µM; IC50 in µM for titrated hits. hit rate 0.02% among 340,000;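 active means phage lysis inhibition, versus mean bacterial control, above a set limit; inconclusive means no clear call, values can overlap the other calls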;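 further: capsule biogenesis inhibitors block K1F phage lysis so surviving cells raise fluorescence; higher fluorescence means more inhibition of phage lysis; actives were called in the ten point dose series up to 300 µM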
NTR1 agonist – agonists of NTR1, primary screen, imaging, U2OS cells, beta-arrestin-GFP, high content (AID 493036); Neurotensin receptor type 1 (Homo sapiens), P30989; NTR1-U2OS beta-arrestin-GFP spot imaging, agonist mode; activation, % at 20 µM; hit rate 0.17% among 330,000;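 active means activation at or above 40% of the spot to cytoplasm intensity ratio, with at least 20 cells analyzed; inconclusive means wells under 20 cells, flagged as cytotoxic or low count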;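 further: 0% = DMSO without peptide and 100% = 100 nM NTR1 peptide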
Target sequence (P30989 whole entry, looked up): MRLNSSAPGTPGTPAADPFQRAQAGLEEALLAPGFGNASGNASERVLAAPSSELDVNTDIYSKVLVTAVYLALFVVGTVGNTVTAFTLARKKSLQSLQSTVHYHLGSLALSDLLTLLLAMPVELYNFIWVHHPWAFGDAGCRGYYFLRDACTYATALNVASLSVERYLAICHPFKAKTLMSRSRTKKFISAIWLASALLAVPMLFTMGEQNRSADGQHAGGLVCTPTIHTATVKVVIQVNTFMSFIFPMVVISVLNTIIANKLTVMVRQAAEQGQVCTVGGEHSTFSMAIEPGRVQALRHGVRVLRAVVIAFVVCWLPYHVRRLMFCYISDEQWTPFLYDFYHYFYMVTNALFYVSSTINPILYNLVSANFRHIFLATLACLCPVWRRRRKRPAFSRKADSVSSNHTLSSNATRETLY
MgcRacGAP inhibition – MgcRacGAP GTPase-activating activity inhibitors, confirmation, biochemical, ADP Hunter fluorescence | MgcRacGAP-stimulated Rac1 GTP hydrolysis, ADP Hunter fluorescence; higher % means a stronger effect; GST-tagged Rac1 F28L mutant substrate | inhibition, % at 30 µM; hits with a dose series show IC50 in µM | hit rate 0.6% among 340,000 | AID 624330, 2012;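 active means first-screen hits whose inhibition reached a set limit at any dose in the follow-up dose series; inconclusive means inhibition above the set first-screen limit but never retested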;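 further: fluorescence reports GDP produced by GAP-driven GTP hydrolysis; strong numbers were not always called active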
Myeloid diff MLP – induction of myeloid progenitor differentiation, primary screen, cell-based, flow cytometry, MLPCN library. ER-HoxA9 myeloid progenitors, lysozyme-GFP differentiation. calls only at 10 µM. hit rate 1% among 360,000;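 active means normalized GFP-positive differentiation at or above the plate's own cutoff, the solvent-only control mean plus 3 SD; inconclusive means no clear call, values can overlap the other calls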;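 further: cells exposed to compound for four days before flow analysis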
TNAP activation fold – human TNAP enzyme activators, primary screen, biochemical, luminescent, no phosphate acceptor, uHTS (AID 1001); Alkaline phosphatase, tissue-nonspecific isozyme (Homo sapiens); purified TNAP, luminescent activation assay, no phosphate acceptor; higher activation fold means a stronger effect; activation fold at 20 µM; hits with a dose series show EC50 in µM; hit rate 0.03% among 200,000; in the data active means activation fold from about 3, or a potency from the dose series; inactive means the rest, 99 in 100 with activation fold below about 1.6; further: many of its hits are not listed in these tables
T cell modulator vesicle-bound % – also measured in T cell modulator; calls as there; double positive events, %; measured here: CD8+ vesicle-bound cell fraction;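 binding gate set so that unloaded-vesicle control wells show 10% double positive cells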
NTR1 agonist cell count 20 µM – recorded beside NTR1 agonist, whose call it bears; cell count; measured here: cell count, cytotoxicity flag
Myeloid diff MLP GFP+ MAC1+ % – also measured in Myeloid diff MLP; calls as there; GFP+ MAC1+ double positive, %; measured here: differentiation confirmed by MAC1 staining
* hit, by the source's call; i = inactive; ? = inconclusive; nt = not tested or not shown; [ ] = another dose, or the depositor's remark.

SMILES	RSV CPE inhibition	SV40 large T antigen	T cell modulator	T cell modulator vesicle-bound %	PhoP inhibition	UTI89 phage lysis	NTR1 agonist	NTR1 agonist cell count 20 µM	MgcRacGAP inhibition	Myeloid diff MLP	Myeloid diff MLP GFP+ MAC1+ %	TNAP activation fold
CSCCC(NC(=O)c1ccco1)C(=O)OCC(=O)N(Cc1ccccc1)C(C)(C)C (stereo not given)	0.1%	3%	i	26	-3%	-0.1%[50 µM]	-0.5	52	0%	i	0.7	nt
COC(=O)c1nn(-c2ccccc2)c(=O)cc1Sc1ccc(Cl)cc1	3.2%	0%	i	57	-6%	1.1%	0.2	86	3%	i	0.1	1.1
NC(=O)CCCn1c(C(=O)c2ccc(Cl)cc2)c2ccc(C(F)(F)F)cc2[n+]1[O-]	1.3%	2%	i	52	nt	2.9%	1.6	37	7%	i	1.6	nt
CC(NC(=O)Cn1cnnn1)C12CC3CC(CC(C3)C1)C2 (stereo not given)	1.6%	14%	i	62	12%	-0.2%	-0.9	96	2%	i	0.2	1
CNC(=O)COc1ccc(S(=O)(=O)Nc2ccc(OC)cc2)cc1	1.2%	-4%	i	51	-7%	4.3%	-0.6	89	2%	i	0.2	1
CCOC(=O)c1ccc(NS(=O)(=O)c2c(C)[nH]c(C)c2C(=O)N2CCCCC2)cc1	1.1%	6%	i	7	0%	0.0%	0.9	64	5%	i	5.6	nt
CC1CCC(NC(=O)c2ccc(NC(=O)c3ccc(=O)[nH]c3)cc2)CC1 (stereo not given)	0.6%	14%	i	35	-4%	nt	-1.8	92	nt	nt	nt	1.1
Cc1cccc(/C=C/C(=O)c2ccc([N+](=O)[O-])o2)c1	-4.8%	27%	i	7	nt	-1.4%	1.1	57	3%	?	nt	nt
CCN(CC)CCCN1C(=O)C(O)=C(C(=O)c2cc3ccccc3o2)C1c1ccccn1 (stereo not given)	2.1%	10%	i	45	1%	-1.4%	1.9	72	7%	i	0.6	1
O=C(CSc1nc2ccccc2c(=O)n1-c1ccc(F)cc1)NC1CC1	1.6%	nt	i	20	nt	0.3%[50 µM]	-1.9	66	4%	i	0.7	nt
Cc1cc(C)cc(OCC(O)Cn2nc(C)cc2C)c1 (stereo not given)	-0.2%	-10%	i	44	7%	0.0%	-1.3	77	2%	i	0.8	nt
COc1ccc(CCNC(=O)c2ccc3c(SCC(=O)O)c4c(nc3c2)CCCC4)cc1OC	0.3%	8%	i	53	5%	-0.1%	-0.5	42	8%	i	0.4	1.1
CC[C@]12c3[nH]c4cc(CCC(=O)N(C)C)ccc4c3CCN1C(=O)[C@@H](CC(=O)NCCCn1ccnc1)C[C@@H]2C(=O)N1CCN(C(=O)c2ccco2)CC1	nt	nt	nt	nt	nt	0.0%	1.8	57	8%	i	0.6	nt
CN1CCN(CCCCOc2ccc(F)cc2)CC1	-0.8%	7%	i	9	-13%	-1.4%	1.1	78	1%	i	0.6	1.1
COc1ccc(CCNC(=O)c2cc(-c3cccs3)on2)cc1OC	nt	5%	i	11	0%	8.6%	0.0	72	1%	i	1.0	1.1
O=C(CSc1nnc2c(Cl)cc(Cl)cn12)NC1CCS(=O)(=O)C1 (stereo not given)	-0.7%	-12%	i	32	34%	1.6%	0.0	40	14%	i	0.7	1
Cc1cccc(NC(=O)NCCN2C(=O)C3C4C=CC(C4)C3C2=O)c1 (stereo not given)	1.1%	10%	i	65	1%	4.2%	-1.9	55	0%	i	1.6	1.1
O=C(CCn1c(=O)sc2ccccc21)NC1CCCCC1	0.5%	8%	i	31	-3%	1.2%	-0.7	60	8%	i	0.7	nt
N#CCCN1CCN(C(CNS(=O)(=O)c2ccc(Cl)cc2)c2ccccc2)CC1 (stereo not given)	-0.9%	3%	i	6	3%	0.0%	1.9	32	14%	i	0.4	1
Cc1cccc(OCCOCCSc2ncccn2)c1	-1.9%	2%	i	25	8%	0.6%	1.5	38	10%	i	0.7	1.1
COc1ccc(CCNc2cc(C)nc3c(-c4ccc(Cl)cc4)c(C)nn23)cc1OC	?	0%	i	39	17%	3.2%	8.7	45	7%	i	0.1	1
CC(C)CCNc1nnnc2c1sc1nc(N3CCOCC3)c3c(c12)CC(C)(C)SC3	7.9%	-10%	i	32	14%	-0.4%	5.1	88	-3%	i	0.7	1
Cc1ccc(N2CC3=C(C2=O)C(c2ccccc2)NC(=O)N3C)cc1 (stereo not given)	1.5%	5%	i	36	5%	0.3%	1.4	44	7%	i	0.3	1.1
Cn1c(CNC(=O)c2ccco2)nnc1SCC(=O)Nc1ccccc1Cl	0.5%	6%	i	9	-2%	1.0%[50 µM]	-0.2	96	3%	i	1.0	nt
O=C(Nc1ccc(Cl)cc1Cl)C1CCCO1 (stereo not given)	2.1%	7%	i	50	5%	0.4%	0.1	69	8%	i	0.3	nt

Of the compounds above, 2 contain a thiophene ring, fused or not.
SMILES	RSV CPE inhibition	SV40 large T antigen	T cell modulator	T cell modulator vesicle-bound %	PhoP inhibition	UTI89 phage lysis	NTR1 agonist	NTR1 agonist cell count 20 µM	MgcRacGAP inhibition	Myeloid diff MLP	Myeloid diff MLP GFP+ MAC1+ %	TNAP activation fold
COc1ccc(CCNC(=O)c2cc(-c3cccs3)on2)cc1OC	nt	5%	i	11	0%	8.6%	0.0	72	1%	i	1.0	1.1
CC(C)CCNc1nnnc2c1sc1nc(N3CCOCC3)c3c(c12)CC(C)(C)SC3	7.9%	-10%	i	32	14%	-0.4%	5.1	88	-3%	i	0.7	1

Remaining list, next part.
SMILES	RSV CPE inhibition	SV40 large T antigen	T cell modulator	T cell modulator vesicle-bound %	PhoP inhibition	UTI89 phage lysis	NTR1 agonist	NTR1 agonist cell count 20 µM	MgcRacGAP inhibition	Myeloid diff MLP	Myeloid diff MLP GFP+ MAC1+ %	TNAP activation fold
CC(C)=CC(=O)Nc1ccc2c(c1)OCO2	0.5%	12%	i	35	8%	5.0%	-0.1	35	1%	i	5.5	1.1
COc1ccccc1N1CCN(/N=C/c2cc(OC)c(OC)c(OC)c2)CC1	1.4%	-6%	i	49	1%	0.0%[50 µM]	-0.4	74	-2%	i	1.8	0.8
CC(C)c1ccc(C(C(=O)NC2CCCC2)N(C(=O)c2csnn2)C2CC2)cc1 (stereo not given)	0.7%	6%	i	48	-7%	0.0%	-0.3	52	4%	i	0.5	nt
COc1ccccc1N(CC(=O)N/N=C/c1ccc(C(=O)O)cc1)S(=O)(=O)c1ccc(C)cc1	2.0%	16%	i	33	0%	0.0%	2.6	72	13%	i	0.3	nt
O=C(CN1C(=O)c2cccc3cccc1c23)N1CCc2ccccc2C1	1.5%	2%	i	23	0%	-0.2%	-1.5	61	12%	i	1.0	1
Cc1nn(-c2cccc(C(=O)O)c2)c(C)c1[N+](=O)[O-]	3.0%	-1%	i	46	5%	0.1%	0.8	42	1%	i	0.2	1.1
S=c1[nH]nc(-c2cccnc2)n1-c1ccc2c(c1)OCCO2	-0.4%	31%	i	29	-4%	0.1%	0.2	32	10%	i	0.9	1
Cc1cccc(-n2c(-c3ccccc3)c[nH]c2=S)c1C	0.3%	27%	i	41	-2%	-0.8%	3.3	59	6%	i	0.8	nt
O=C(COC(=O)c1ccc[nH]c1=O)Nc1ccc2c(c1)OC(F)(F)O2	3.7%	10%	i	45	-10%	0.0%	3.4	52	7%	i	0.2	nt
COc1ccc(OCCCC(=O)OC(C)C(=O)Nc2ccc(NC(C)=O)cc2)cc1 (stereo not given)	1.6%	11%	i	61	-8%	0.0%	-0.8	65	4%	i	0.9	nt
CCCCNS(=O)(=O)c1ccc(NC(=O)Cc2ccccc2[N+](=O)[O-])cc1	-1.5%	-3%	i	9	-6%	0.8%	-1.3	29	5%	i	0.4	1.1
CCN(CC(=O)Nc1c(F)cccc1F)C(=O)/C=C/c1ccc(OCC#N)c(OC)c1	-1.2%	9%	i	33	0%	1.6%[50 µM]	0.4	59	5%	i	1.5	nt
O=C(COC(=O)c1cccnc1Nc1ccccc1F)NCc1ccc2c(c1)OCO2	5.0%	1%	i	21	-18%	0.1%	1.9	88	1%	i	0.3	1.1
CCOc1ccc(NC(=O)CNC(=O)c2ccco2)cc1	1.6%	6%	i	55	2%	0.3%	0.7	51	4%	i	0.4	nt
COc1ccccc1NC(=O)Nc1ccnn1C1CCN(C(=O)c2cscn2)CC1	0.0%	3%	i	6	5%	0.0%	0.1	68	-7%	i	6.0	nt
Cc1cccc(NS(=O)(=O)c2ccc(C(=O)NCC3CCCO3)cc2)c1C (stereo not given)	2.3%	3%	i	54	-4%	0.3%[50 µM]	-0.7	60	7%	i	0.0	nt
COc1ccc(CCCc2n[nH]c(=S)o2)c(C)c1	2.1%	nt	i	44	nt	0.0%	-0.1	81	6%	i	0.6	1
COc1cccc(N/C=C(\C#N)c2ccc(OCCCF)cc2)c1	3.2%	6%	i	18	-7%	1.2%	4.5	56	2%	i	0.5	1.2
CCCCCCN1CC(O)=C(c2ccccc2)C1=N	0.0%	-9%	i	21	8%	0.1%	-0.8	69	4%	i	0.7	1.1
COC(=O)COc1ccc(S(=O)(=O)N2CCN(c3ccc(OC)cc3)CC2)cc1	3.4%	8%	i	26	0%	4.2%	0.8	61	6%	i	0.2	1
O=C(CN1CCCC1)Nc1cc(C(F)(F)F)cc(C(F)(F)F)c1	-0.3%	8%	i	55	5%	-1.4%	1.3	65	1%	i	0.7	nt
CN(C)CCCNC(NC(=O)/C=C/c1ccccc1)C(Cl)(Cl)Cl (stereo not given)	-0.1%	12%	i	42	-13%	-0.7%	-0.3	49	6%	i	0.7	nt
O=C(CC(=O)N/N=C\c1ccccc1[N+](=O)[O-])NCCc1ccccc1	1.5%	9%	i	46	0%	0.1%	-0.5	62	3%	i	0.3	nt
